High-throughput results: PubChem, Sanford-Burnham Center for Chemical Genomics
Hsp70 displacement = Hsp70 inhibitors, probe displacement, primary screen, biochemical, fluorescence polarization (AID 583) | Heat shock 70 kDa protein 1A (Homo sapiens) | Hsp70 fluorescence polarization probe displacement, mP; higher % means a stronger effect | displacement, % at 20 µM, or IC50 in µM where a hit was titrated | hit rate 0.06% among 140,000; in the data active = displacement above about 50%;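 note: plate controls were vehicle for no effect and reference ligand for full effect; a part of the inactive calls stands beside numbers as strong as those of hits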
MKP-3 inhibition = MKP-3 phosphatase inhibitors, primary screen, biochemical, rat enzyme, in vitro (AID 425); Dual specificity protein phosphatase 6 (Rattus norvegicus); recombinant MKP-3 phosphatase activity, fluorescence; higher % means a stronger effect; one-dose inhibition, % at 20 µM; IC50 in µM for titrated hits; hit rate 0.17% among 110,000; in the data active = inhibition above about 50%;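 note: plate controls were vehicle for no effect and reference inhibitor for full effect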
Numbers without * were called inactive; · = not tested or not shown; & = joins results of further samples.

The first 6 compounds (preview)
Hsp70 displacement | MKP-3 inhibition | structure
-2.2% | -8% | Clc1ccc(-n2ncc3c(NCCCn4ccnc4)ncnc32)cc1
2.7% | -2% | Cc1cccc(C(=O)OCc2cc3ccccc3[nH]c2=O)c1
-4.5% | -5% | CN(CCO)C(=O)c1c(NC(=O)c2ccccc2)sc2c1CCCC2
-4.1% | -5% | COc1c[nH]n(C2CCCCC2)c(=O)c1=O
4.4% | 4% | CCCOc1ccc(/C=C2\C(=O)N(c3cccc(C(=O)O)c3)N=C2C)cc1OC
1.5% | 1% | NC(=O)C1CCN(C(=O)c2cccc(C#Cc3ccccc3)c2)CC1

The list itself (from the top)
Hsp70 displacement | MKP-3 inhibition | structure
-2.2% | -8% | Clc1ccc(-n2ncc3c(NCCCn4ccnc4)ncnc32)cc1
2.7% | -2% | Cc1cccc(C(=O)OCc2cc3ccccc3[nH]c2=O)c1
-4.5% | -5% | CN(CCO)C(=O)c1c(NC(=O)c2ccccc2)sc2c1CCCC2
-4.1% | -5% | COc1c[nH]n(C2CCCCC2)c(=O)c1=O
4.4% | 4% | CCCOc1ccc(/C=C2\C(=O)N(c3cccc(C(=O)O)c3)N=C2C)cc1OC
1.5% | 1% | NC(=O)C1CCN(C(=O)c2cccc(C#Cc3ccccc3)c2)CC1
-0.3% | 0% | CCCCNC(=O)CN1CCC2(O)CCCCC2C1c1ccccc1OC (stereo not drawn)
-2.1% | 2% | O=C(O)CCCCCN1C(=O)C(=O)/C(=C(\O)c2ccc(Br)cc2)C1c1cccc(F)c1 (stereo not drawn)
5.2% | -2% | Cn1c(=O)[nH]c(=O)c2c1nc(N1CCNCC1)n2Cc1cccc2ccccc12
-5.8% | -2% | CCCc1cc(=O)[nH]c(SCC(=O)N2CCN(S(=O)(=O)c3ccc(C)cc3)C2)n1
-3.4%&3.7% | -14%&3% | COC(=O)c1sc2ccccc2c1N
7.2% | · | COC(=O)CSc1snnc1-c1ccc(Cl)cc1Cl

Additional structures follow:
Hsp70 displacement | MKP-3 inhibition | structure
-4.4% | -2% | Cc1ccc(N2C(=O)NC(=O)/C(=C\c3ccc(O)c(Cl)c3)C2=O)cc1
-0.1% | -5% | Cc1cccc(NC(=O)CC(C)(C)C)c1
6.1% | 1% | O=C(O)C(c1ccccc1)N1C(=O)c2cccc3cccc(c23)C1=O (stereo not drawn)
-5.3% | -4% | Cc1ccc(C(=O)Nc2nc3ccccc3n2Cc2ccc(Cl)cc2)cc1
1.4% | -7% | CCN(C(=O)c1cc2cc3ccc(C)cc3nc2o1)c1ccc(OC)cc1
-3.2% | -1% | COc1ccc(-c2nnc(SCC(=O)N3CCCC(C)C3)o2)c(OC)c1 (stereo not drawn)
-0.1% | -2% | O=C(NCCCn1ccnc1)C(=O)Nc1ccc(Br)cc1
0.9% | 6% | CC(=O)N1c2c(cc(Br)cc2S(=O)(=O)NCc2cccnc2)CC1C (stereo not drawn)
1.9% | -14% | Brc1cnc(N2CCOCC2)nc1N1CCCCC1
5.7% | · | O=C(CSc1nnc(-c2ccncc2)n1CCc1ccccc1)NCc1ccccc1
0.5% | -8% | CC(C)c1ccc(C2CC(=O)N3CN(Cc4ccco4)CSC3=C2C#N)cc1 (stereo not drawn)
-0.4% | 1% | CCn1c(=O)cc(OCC(=O)Nc2cccnc2)c2ccccc21

Compound profiles, from the list above:
O=C(NCCCn1ccnc1)C(=O)Nc1ccc(Br)cc1 as listed: Hsp70 displacement: -0.1%; MKP-3 inhibition: -2%
CCCCNC(=O)CN1CCC2(O)CCCCC2C1c1ccccc1OC (stereo not drawn) as listed: Hsp70 displacement: -0.3%; MKP-3 inhibition: 0%
CCN(C(=O)c1cc2cc3ccc(C)cc3nc2o1)c1ccc(OC)cc1 as listed: Hsp70 displacement: 1.4%; MKP-3 inhibition: -7%

(cont.)
Hsp70 displacement | MKP-3 inhibition | structure
-4.4% | -3% | CCC(c1nnnn1CCc1ccccc1)N(Cc1ccco1)Cc1cc2cc(C)cc(C)c2[nH]c1=O (stereo not drawn)
-6.4% | 2% | CCOc1ccc(-n2c(SCC(=O)Nc3cc(C)on3)nc3c([nH]c4ccccc43)c2=O)cc1
1.6% | -4% | CC(C)C1Cc2c(sc3c2c(=O)n(Cc2ccccc2)c2nncn32)CO1 (stereo not drawn)
0.2% | -9% | O=C(COc1ccc(C(=S)N2CCOCC2)cc1)N1CCCC1
2.0%&-1.1% | 2%&13% | O=C(O)c1cccnc1SC1CC(=O)N(c2cccc(C(F)(F)F)c2)C1=O (stereo not drawn)
0.0% | -7% | Cc1cc(-c2nn3c(C)nnc3s2)ccc1NC(=O)C(C)(C)C
3.8% | 1% | O=C(CCC1CCCC1)Nc1ccc([N+](=O)[O-])cc1
-1.4% | -10% | Cc1ccc(C(CC(=O)O)Nc2nc(N3CCCCC3)nc(N3CCCCC3)n2)cc1 (stereo not drawn)
1.7% | · | CCOc1ccc(C(=O)CSc2nnc3ccccn23)cc1
4.8% | · | COc1ccc(-c2n[nH]c(C)c2-c2cc(OC)ccc2O)cc1
1.1% | 6% | Cc1noc(C)c1S(=O)(=O)Nc1c(C)n(C)n(-c2ccccc2)c1=O
3.3% | 1% | COc1ccc(-c2noc(-c3ccc(Br)o3)n2)cc1OC

Compounds from the list above with a thiophene ring, fused or not (3):
Hsp70 displacement | MKP-3 inhibition | structure
-4.5% | -5% | CN(CCO)C(=O)c1c(NC(=O)c2ccccc2)sc2c1CCCC2
-3.4%&3.7% | -14%&3% | COC(=O)c1sc2ccccc2c1N
1.6% | -4% | CC(C)C1Cc2c(sc3c2c(=O)n(Cc2ccccc2)c2nncn32)CO1 (stereo not drawn)

(further entries)
Hsp70 displacement | MKP-3 inhibition | structure
2.1% | -18% | COc1ccc(C(=O)N(CN2CCCC2=O)c2nccs2)cc1OC
-2.6% | · | O=C(CN1CCN(c2ccccc2)CC1)Nc1ccc(Oc2ccccc2)cc1
-2.7% | 7% | Cc1ccc(Cn2ccc(NC(=O)c3cc(-c4ccc(F)cc4)on3)n2)cc1
4.8% | -8% | CN1CCc2nc(SCC(=O)Nc3ccc(Cl)cc3)c(C#N)cc2C1
5.5% | 1% | CCNc1nc(Oc2ccc(=O)n(-c3ccccc3)n2)nc(N2CCOCC2)n1
0.3% | 0% | Cc1ccc(/C=C2/NC(=S)NC2=O)s1
0.2% | · | CCOc1nc(Nc2ccc(F)cc2)nc(N2CCN(c3ccc(OC)cc3)CC2)n1
-0.8% | -6% | CC12CN3CC(C)(CN(C1)C3c1ccc3ccccc3c1O)C2=O (stereo not drawn)
-2.0% | 5% | COc1ccc(C2/C(=C(\O)c3ccccc3)C(=O)C(=O)N2CCCCCC(=O)O)c(OC)c1 (stereo not drawn)
2.3% | 2% | Cc1cc2nc(-c3cccc(NC(=O)COc4ccccc4[N+](=O)[O-])c3)oc2cc1C
1.0% | -6% | COCC(=O)Nc1nnc(C2CCCCC2)s1
1.9% | -6% | Cc1nc(N2CCOCC2)c2oc3ccccc3c2n1

Following part
Hsp70 displacement | MKP-3 inhibition | structure
-6.7% | -9% | CC(=O)NC(Cc1c[nH]c2ccccc12)C(=O)OCC(=O)Nc1ccc2c(c1)OCO2 (stereo not drawn)
-2.1% | 2% | COc1ccc(NC(=O)C(=O)NC2CC2)cc1
3.9% | 1% | Cc1cc(C)c(NC(=O)c2cc3c(nc4sccn43)s2)c(C)c1
2.9% | 2% | Cc1cc(C)cc(CSCC(=O)O)c1
-3.5% | -2% | COc1ccccc1C(=O)N1CCN(Cc2ccccc2Cl)CC1
-8.6% | · | CC(C)N=C(NC#N)SCc1ccc(Br)cc1
-0.1% | -3% | COc1ccc(Nc2nc(C)cc(C)c2C#N)cc1
0.6% | 3% | COc1ccc(OC)c(NC(=O)CCN2CCCC(C)C2)c1 (stereo not drawn)
8.7% | 2% | C=CCc1ccccc1OCCn1cc(/C=C2/SC(=S)NC2=O)c2ccccc21
5.7% | 26% | O=C(CSc1nnnn1-c1ccccc1)Nc1nsc(-c2ccc(Cl)cc2)n1
-1.5%&-3.0% | 3%&3% | CCCCS(=O)(=O)N1CN(S(=O)(=O)CCCC)C2NC(=O)NC21 (stereo not drawn)
1.0% | 2% | O=C1C2CCCCC2C(=O)N1CC(=O)N1c2ccccc2Sc2ccc(C(F)(F)F)cc21 (stereo not drawn)

Next entries follow:
Hsp70 displacement | MKP-3 inhibition | structure
-2.6% | 3% | Cc1ccc([N+](=O)[O-])cc1NC(=O)CN1C(=O)c2ccccc2C1=O
-3.7%&3.8% | 1% | COc1ccc(N(CC(O)CN2C(=O)NC(C)(C)C2=O)S(=O)(=O)c2ccc(C)cc2)cc1 (stereo not drawn)
0.0% | · | CCCCS/C(N)=N/N=C/c1ccccc1O
-4.0% | 7% | COc1cccc(OC)c1OCC(O)CN1CCN(c2ccccc2)CC1 (stereo not drawn)
0.5% | · | CCC(C)NS(=O)(=O)c1ccc(OCC(=O)N2CCC(C)CC2)cc1 (stereo not drawn)
-4.0% | -11% | COc1ccccc1-c1nc(C(N)=O)c2[nH]c(=O)n(-c3cccc(C)c3)c2n1
-2.9%&1.2% | -1%&4% | COc1cc(CSc2ncn[nH]2)c(OC)cc1CSc1ncn[nH]1
5.4% | 4% | COc1cc(Cl)cc(/C=C2\C(=O)NC(=O)N(c3ccc(Br)c(C)c3)C2=O)c1O
2.5% | -4% | COc1cc(NC(=O)c2cc([N+](=O)[O-])ccc2N2CCCCC2)c2ncccc2c1
4.4% | · | CC1CCCCN1CCCNC(=O)c1ccc2c(=O)n(CCc3ccccc3)c(=O)[nH]c2c1 (stereo not drawn)
2.5% | -2% | Cc1cccc(C(=O)O/N=C(\N)c2cccnc2)c1
-2.5% | -11% | Cc1nc2oc3c(NCC4CCCO4)ncnc3c2c2c1COC(C)(C)C2 (stereo not drawn)

Next section
Hsp70 displacement | MKP-3 inhibition | structure
2.5% | · | Cn1cc(CNC(=O)c2sc3cccc(Cl)c3c2Cl)cn1
-3.0% | 2% | CCCCNc1cc(C(=O)O)cc(S(N)(=O)=O)c1Oc1ccccc1
2.9% | -2% | Cc1cc(-c2ccco2)n(CC(=O)NCCN(C)C)n1
1.1% | 6% | COc1c(Br)cc(Br)cc1/C=N/NC(=O)COc1ccccc1[N+](=O)[O-]
0.7%&-1.1% | 1% | O=C1c2ccccc2C(=O)N1CCSc1ncn[nH]1
-1.2% | 1% | COc1ccc(S(=O)(=O)N(CC(=O)N2CCN(c3ccccc3)CC2)c2ccc(C)cc2)cc1OC
-1.5% | · | O=c1cc(C(F)(F)F)oc2c1ccc1ccccc12
5.2% | 0% | O=C(OCC1CCS(=O)(=O)C1)c1ccccc1 (stereo not drawn)
2.9% | 3% | COC(=O)c1sc2cnccc2c1N
-0.4% | -3% | Cc1ccccc1OCC(=O)Nc1ccc(Cl)cc1
5.1% | -13% | CC(NC(=O)Cn1cnc2c1c(=O)n(C)c(=O)n2C)c1ccccc1 (stereo not drawn)
3.4% | 0% | Cc1c(C(=O)NCc2cccnc2)oc2ccc(S(=O)(=O)N3CCCC(C)C3)cc12 (stereo not drawn)

Continuation.
Hsp70 displacement | MKP-3 inhibition | structure
-1.1% | 22% | COC(=O)c1ccccc1NC(=O)c1cc(-c2ccc(OC)c(OC)c2)on1
-1.7% | 2% | CCOc1ccc(-c2nnn(CCC(=O)O)n2)cc1OC
-3.2% | 4% | COc1cc2c(cc1OC)C(c1ccc(Br)cc1)OC1=C2C(=O)c2ccccc21 (stereo not drawn)
12% | -6% | Cc1noc(C)c1CSc1nnc2scc(-c3ccc(Cl)cc3)n12
-29% | -1% | COc1ccc(S(=O)(=O)C(C#N)c2nc3ccccc3nc2N2CCC(C)CC2)cc1 (stereo not drawn)
1.1% | 5% | CN(C)c1ccc(NC(=O)c2cccnc2)cc1
1.4% | -11% | CCS(=O)(=O)NCC(c1cccnc1)N1CCN(c2ccccc2OC)CC1 (stereo not drawn)
-7.6% | · | COC(=O)CSc1nnc(-c2cccnc2)o1
0.9% | -1% | CCOC(=O)CP(=O)(c1ccc(C)cc1)c1ccc(C)cc1
0.4% | 0% | O=C1CC(NCc2ccc3c(c2)OCO3)C(=O)N1c1cccc(Br)c1 (stereo not drawn)
1.3% | -4% | COCCOc1ccc(C(F)(F)F)cc1NC(=O)COC(=O)c1c(C)noc1C
-1.8% | 2% | CCN(CC)C(=O)CSc1nsc(SCC(=O)N(CC)CC)n1

(cont.)
Hsp70 displacement | MKP-3 inhibition | structure
8.9% | -4% | COCCn1c(SCC(=O)Nc2sc(C)c(C)c2C#N)nnc1-c1ccc(OC)cc1
0.1% | · | Cc1ccc(NS(=O)(=O)c2ccc(CCC(=O)NCCO)cc2)cc1
-2.1% | · | COc1ccc(/C=C\C(=O)CC(O)(c2ccccc2)C(F)(F)F)cc1 (stereo not drawn)
1.4% | -1% | CC1CN(c2nc3c(c(=O)[nH]c(=O)n3C)n2Cc2ccccc2F)CC(C)O1 (stereo not drawn)
2.3% | -12% | O=C(NCC(=O)N(c1ccccc1F)C(C(=O)NCC1CCCO1)c1ccccc1)c1ccco1 (stereo not drawn)
0.0% | -2% | COCCCNC(=O)CSc1ccc(Cl)cc1
· | -22% | Cc1ccc(-c2nc(C#N)c(NCc3cccc4c3OCO4)o2)cc1
-1.1% | 6% | CC(=O)Nc1ccc(S(=O)(=O)N2CCN(CCC#N)CC2)cc1
1.7% | 3% | Clc1ccc(C2=Nn3c(nnc3-c3n[nH]c4c3CCC4)SC2)cc1Cl
-2.0%&-3.7% | 10%&8% | CC(C)c1cc(Nc2cccc(O)c2)cc(C(C)C)c1O
-2.5% | 6% | CCOc1c(Br)cc(C2C3=C(CC(C)(C)CC3=O)OC3=C2C(=O)CC(C)(C)C3)cc1OC
-2.1% | 0% | CCOC(=O)C1=C(C)N=c2s/c(=C\c3ccc(-c4cc([N+](=O)[O-])ccc4C)o3)c(=O)n2C1c1ccc2c(c1)OCO2 (stereo not drawn)
-3.2% | -9% | COc1cccc(N(CC(=O)NCCSc2ccccc2)S(C)(=O)=O)c1
-0.9% | 3% | CC(C)(C)c1ccccc1OCC(=O)Nc1nccs1

An excerpt. The share of hits here may be higher or lower than overall.
